Source: PubChem
Tau fibril FP – inhibitors of human tau fibril formation | K18 P301L tau heparin fibrillization, Alexa594 FP, 6 h | Potency, µM (titrated, usually from 57.7 µM), for the others: at the top dose activity, negative = inhibition, hits mostly inhibitors | actives 0.39% (n = 280,000) | AID 1468; also: % is scaled to controls: 0 for no effect and ±100 for the full control effect; nearly all actives have a fitted effect of over 55% in size
Target sequence (P10636 561-689 P618L limits assumed): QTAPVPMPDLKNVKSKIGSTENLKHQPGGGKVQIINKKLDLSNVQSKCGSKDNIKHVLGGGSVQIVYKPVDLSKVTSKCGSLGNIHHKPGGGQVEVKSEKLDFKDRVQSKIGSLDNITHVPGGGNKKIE
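K18 P301L tau (15 uM unlabeled/0.24 uM Alexa 594-labeled, final) + compound + heparin 20 uM final; 100 mM NaOAc pH 7; 6 hr 37 C; ThT 30 uM final added, 1 hr RT; FP ex 555/em 632 nm.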
HTT cytoprotect – cytoprotection in Huntington HTT-Q103 PC12 cell model; PC12 HTT-Q103 induced, cytoprotection, ATP luminescence, 40 h; Potency, µM (top dose mostly 56.4 µM), for the others: cytoprotection (ATP increase), actives largely listed as activators; actives 0.14% (n = 230,000);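 also: % of control where 0% means no effect; nearly all actives have a fitted effect of over 45% in size; toxic huntingtin expression switched on by the ecdysone agonist tebufenozide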
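PC12 cells stably carrying ecdysone-inducible Htt exon 1 (Q103)–GFP were induced with 100 nM tebufenozide (final) alongside library compounds in a dose series. Cytoprotection was scored as retained ATP by ATPlite luminescence.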
ALDH1A1 inh – ALDH1A1 (human) enzyme inhibition | P00352 | Purified ALDH1A1, NADH fluorescence, propionaldehyde substrate | Potency, µM (series often up to 75.3 µM), inactives show at the highest dose activity, negative = inhibition, hits mostly inhibitors | actives 7.3% (n = 220,000) | AID 1030; active = well fitted inhibition curve with a large enough effect, not every such curve was filed as active; inconclusive = small, poorly fitted or top-dose-only effect, or another doubt; inactive = no such curve, though single readings can be large or run the other way;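 also: plate controls were no enzyme wells and a reference inhibitor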
Target sequence (P00352 whole entry, looked up): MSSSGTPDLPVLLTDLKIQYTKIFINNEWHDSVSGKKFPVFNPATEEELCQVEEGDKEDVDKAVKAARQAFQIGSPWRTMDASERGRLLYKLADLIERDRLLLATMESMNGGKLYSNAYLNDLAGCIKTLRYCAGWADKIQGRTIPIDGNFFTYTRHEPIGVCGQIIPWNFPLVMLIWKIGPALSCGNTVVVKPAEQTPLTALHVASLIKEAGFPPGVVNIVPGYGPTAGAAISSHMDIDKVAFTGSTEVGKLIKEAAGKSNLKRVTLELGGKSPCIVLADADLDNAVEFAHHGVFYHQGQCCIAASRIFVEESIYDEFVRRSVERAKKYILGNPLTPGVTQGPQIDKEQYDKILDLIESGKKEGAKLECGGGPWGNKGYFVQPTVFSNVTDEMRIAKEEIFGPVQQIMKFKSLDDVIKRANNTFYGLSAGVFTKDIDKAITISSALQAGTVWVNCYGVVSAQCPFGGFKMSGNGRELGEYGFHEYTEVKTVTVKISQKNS
Tau ThT inhib – inhibitors of human tau fibril formation, thioflavin T binding; recombinant tau K18 P301L, heparin-induced fibrillization, ThT fluorescence; Potency, µM (highest dose often 57.4 µM), for inactives: at the top dose activity, negative = inhibition, usual class: inhibitors; actives 2.1% (n = 270,000); AID 1460; also: % is scaled to controls: 0 for no effect and ±100 for the full control effect; nearly all actives have a fitted effect of over 55% in size
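K18 P301L tau (15 uM + 0.24 uM Alexa 594-tagged), heparin 20 uM, NaOAc pH 7, 6 h 37 C; ThT 30 uM, 1 h RT, ex 450/em 510 nm.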
SMN2 splice up – increases expression of the SMN2 splice variant | HEK293 SMN2-luciferase splicing reporter, luminescence, 30-36 h | Potency, µM (series often up to 46.1 µM), for the others: at the top dose activity change, positive = activation, usual class: activators | actives 2.8% (n = 210,000) | AID 1458; also: % of control where 0% means no effect; nearly all actives have a fitted effect of over 55% in size
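HEK293 cells carry an SMN2 minigene-luciferase reporter in which exon 7 inclusion puts luciferase in frame. Cells were seeded at 2000 cells/well, attached for 10-12 hours, then exposed to compounds for 30-36 hours at 37C before ONE-Glo luminescence.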
KDM4E inh – JMJD2E (human) inhibition. AID 2147. B2RXH2. Potency, µM (titrated, usually from 57.1 µM), without a hit: at the top dose activity change, negative = inhibition, actives largely listed as inhibitors. actives 1.6% (n = 230,000). JMJD2E catalytic domain, FDH-coupled NADH fluorescence (FDH is formaldehyde dehydrogenase); active = well fitted inhibition curve with a large enough effect, not every such curve was filed as active; inconclusive = small, poorly fitted or top-dose-only effect, or another doubt; inactive = no such curve, though single readings can be large or run the other way;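 also: 0% = wells with enzyme and -100% = buffer wells without enzyme; nearly all actives have a fitted effect of over 50% in size; many of its hits are not listed in these tables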
Target sequence (B2RXH2 1-337 limits assumed): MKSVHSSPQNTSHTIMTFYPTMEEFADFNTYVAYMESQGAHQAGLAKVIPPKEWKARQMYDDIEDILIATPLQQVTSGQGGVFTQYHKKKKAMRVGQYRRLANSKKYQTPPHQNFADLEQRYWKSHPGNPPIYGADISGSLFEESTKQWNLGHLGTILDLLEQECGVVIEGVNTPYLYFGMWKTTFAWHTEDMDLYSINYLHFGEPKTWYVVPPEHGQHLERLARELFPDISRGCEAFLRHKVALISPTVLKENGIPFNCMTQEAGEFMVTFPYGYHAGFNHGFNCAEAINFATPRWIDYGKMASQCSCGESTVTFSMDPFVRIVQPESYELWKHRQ
Tau fluor cs – counter-screen for tau fibril formation inhibitors; tau K18 P301L (four-repeat tau fragment) Alexa594 fluorescence, heparin fibrillization; Potency, µM (doses to about 57.7 µM), without a hit: top-dose activity change, negative = decrease; actives 0.93% (n = 280,000); also: % is scaled to controls: 0 for no effect and ±100 for the full control effect; nearly all actives have a fitted effect of over 55% in size
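Human K18 P301L tau (15 uM unlabeled plus 0.24 uM Alexa 594-labeled, final) in 100 mM sodium acetate pH 7 was mixed with compound and 20 uM heparin and incubated 6 hr at 37 C.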
HttQ103 aggreg – inhibitors of mutant huntingtin aggregate formation in PC12 cells; PC12 HttQ103-GFP aggregates, Acumen cytometry, 40 h; Potency, µM (titrated, usually from 46.1 µM), for the others: top-dose activity change, negative = inhibition, actives largely listed as inhibitors; actives 1.1% (n = 220,000); AID 1688; also: % is scaled to controls: 0 for no effect and ±100 for the full control effect; nearly all actives have a fitted effect of over 60% in size
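Ecdysone-promoter PC12 model expressing HTT exon 1 Q103 fused to GFP, induced by tebufenozide at 100 nM final. Compounds titrated; aggregates sized 1–25 µm scored on a 488 nm laser cytometer.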
* = called active by the depositor; ? = inconclusive; . = no result given; & = joins results of further samples; [ ] = dose if it differs, or a comment. Unless noted, calls follow the shape of the dose curve; as a rule, active = well fitted curve in the direction sought with a large enough effect; inconclusive = small, poorly fitted or top-dose-only effect, or another doubt; inactive = no such curve, though single readings can be large; an effect the other way counts as inactive or inconclusive. Potency is read from the fitted curve at half-maximal effect. Some of the compounds tested; rates above refer to the full screens.

SMILES,Tau fibril FP,HTT cytoprotect,ALDH1A1 inh,Tau ThT inhib,SMN2 splice up,KDM4E inh,Tau fluor cs,HttQ103 aggreg
CC(C)CNS(=O)(=O)c1ccc(CC(C)C)cc1,-1%,-14%,?,-5%,-21%,-3%,-12%,-12%
COc1ccc(S(=O)(=O)NC(C)(C)CO)cc1-c1nnc2c3ccccc3c(C)nn12,-1%,.,.,-3%,21%,.,-8%,.
Cc1c(C(=O)NCCCN2CCCC2=O)oc2ccccc12,6%,6%,-4%,3%,?,?,11%,-6%
CCCCCCCCCCS(=O)(=O)N/N=C/c1ccc([N+](=O)[O-])cc1,-6%,-47%[inhibitor],?,?,?,-20%,?,14%
O=S(=O)(Nc1nc(CN2CCOCC2)nc2sc3c(c12)CCCC3)c1cc(F)ccc1F,8%,-12%,14µM*,-13%,-9%,?,-11%,-8%
Cn1nnc(NC(=O)C(c2ccccc2)c2ccccc2)n1,-5%,-26%,-11%,9%,-7%,1%,1%,1%
COc1cc2c(cc1OC)C(=O)OC2,-12%,.,8%,-4%,28%,-3%,-6%,.
CCOc1ccc(C(=O)C2CCN(CC(=O)Nc3ccccc3N3CCOCC3)CC2)cc1,-3%,-16%[10 µM],25µM*,-15%,-35%[inhibitor],-4%,-10%,?
CCOc1ccccc1NC(=O)Cn1c(=O)n(Cc2ccco2)c(=O)c2cccnc21,?,.,.,-17%,-1%,.,-28%,.
Cc1cc(Oc2ccc(=O)n(C)n2)nc(Oc2ccc(=O)[nH]n2)n1,1%,-15%[0.074 µM],5%,1%,.,3%,-3%,6%
Cn1ccnc1SCC(=O)Nc1cc(C(F)(F)F)ccc1N1CCOCC1,4%,2%,?,-10%,-14%,1%,-9%,7%
CC(C)CNC(=O)Cn1nc(C(F)(F)F)c2c1CCCC2,-5%,9%[10 µM],5%,-6%,.,-2%,-10%,18%[9.22 µM]
Cc1ccc(S(=O)(=O)NC(N)=NCCc2ccccc2)cc1C,8%,-27%[10 µM],?,0%,-53%[inhibitor],-6%,-3%,12%
COC(=O)CNC(=O)c1ccc(NS(=O)(=O)c2cc([N+](=O)[O-])ccc2Cl)cc1,-5%,-5%[10 µM],?,?,.,-9%,-19%,10%[9.22 µM]
N/C(=N\N=C/c1ccc(Br)cc1)N/N=C\c1ccc(Br)cc1,4%,-71%[inhibitor],-1%,?,-8%,-11%,?,-15%
O=C(Nc1ccc(-c2nc3cccnc3s2)cc1)c1cccnc1Cl,-15%,-19%[10 µM],.,-16%,.,1%,-15%,-18%[9.22 µM]
O=C(O)CCSCCCN1C(=O)c2cccc3cccc(c23)C1=O,1%,30%[10 µM],-1%,-5%,20%,?,-3%,11%
Cc1cccc(N2C(=O)C(CC(=O)Nc3ccccc3)N(C3CCCCC3)C2=O)c1 (stereo unspecified),-6%,.,.,1%,10%,.,-21%,.
COc1ccc(C(=O)CC(=O)C(=O)Nc2cc(Cl)c(OC)cc2OC)cc1,-4%,-13%,23%,?,-9%,-11%,-13%,-2%
CCn1cc(C(=O)NCCCN(CC(C)C)CC(C)C)c(=O)c2cc(S(=O)(=O)N(C)C3CCCCC3)ccc21,-2%,.,.,-14%,-6%,.,-21%,.
Oc1ccc(/C=N/Nc2nccnc2Cl)c(O)c1,10%,0%,?,?,-32%[inhibitor],?,-28%,-30%[9.22 µM]
CCCCn1c(C)cc2cc(O)ccc21,3%,-13%,?,-18%,?,?,-26%,-10%
c1csc(-c2ccc3ccccc3n2)c1,-10%,15%,?,-8%,21%,?,-5%,5%
Cc1ccc(C)c(NC(=O)c2cc(-c3cccnc3)nc3ccccc23)c1,-3%,-1%[10 µM],5%,-9%,-18%,5%,-7%,-13%
Cc1ccc(C)c(OCCn2cc(/C=C(\C#N)C(=O)NCc3ccco3)c3ccccc32)c1,-1%,?,30%[activator],0%,0%,281%[activator],-5%,-10%
O=C(CNC(=O)c1ccco1)OCC(=O)c1cccc2ccccc12,1%,-4%,22µM*,-1%,2%,-3%,-2%,-9%
COc1ccc(/C=N/NC(=O)c2cccnc2)c(C(=O)O)c1OC,-7%,5%[10 µM],.,-7%,.,6%,-7%,17%[9.22 µM]
CCOC(=O)N/N=C1/C[C@@H](O)[C@@H](O)[C@@H]2[C@@H]3C(=O)N(C4CCCCC4)C(=O)[C@H]3CC[C@H]12,5%[11.6 µM],-13%[10 µM],-5%[13.5 µM],-4%[11.5 µM],.,.,2%[11.6 µM],.
Cc1ccc(N2CCN(c3nc4ccccc4n4nnnc34)CC2)c(C)c1,1%,.,.,-10%,3%,.,-12%,.
CCOc1ncccc1C(=O)OCC(=O)c1cccs1,2%,-2%,-8%,-13%,4%,5%,-9%,9%
CCCOc1cccc(-c2nnc(N)s2)c1,6%,-19%,-8%,-8%,-9%,?,-6%,4%
O=C(Nc1nnc(SCc2ccccn2)s1)C1CC(=O)N(c2ccccc2)C1 (stereo unspecified),1%,43%[10 µM],?,-3%,?,1%,-7%,-18%
Cc1cc(NC(=O)c2c(Cl)cnn2C)no1,-4%,-11%,4%,-9%,12%,3%,-10%,-5%
COc1ccc(C2CC(=O)N(CC(=O)NCC3CCCO3)c3ccccc3S2)cc1OC (stereo unspecified),-1%,-26%,4%,2%,0%,1%,-4%,7%
COc1ccc2nc(-c3cccc(N)c3)[nH]c2c1,-2%,13%[1.9 µM],-7%,9%,.,3%,2%,?
CNC(=O)NC(=O)CSc1ncc(C(F)(F)F)cc1Cl,-2%,-2%[10 µM],8%,-1%,-6%,-2%,2%,8%
COc1ccc(S(=O)(=O)NCc2nc(-c3ccccc3)no2)cc1,?,.,.,2%,-11%,.,-18%,.
CCOC(=O)N1CCC2(CC1)C(C#N)=C(N)Oc1c2c(C)nn1-c1cccc(Cl)c1,-12%,-12%[0.074 µM],13µM*,22µM*,10%,?,?,?
CCCCC(=O)Nc1ncc2c(n1)CC(C)(C)CC2=O,6%,-28%,-4%,1%,4%,3%,0%,11%
CCC(C(=O)NC1CCCCC1)n1c(SCc2ccc(F)cc2)nc2ccncc21 (stereo unspecified),-5%&-5%,.,2%,5%&2%,-14%&-40%,-17%,-8%&-10%,12%
Cc1cc2c(s1)CCCCC(=O)N2,-5%,-8%,-5%,11%,-12%,2%,4%,0%
c1cc(C2CCCCC2)ccc1Oc1nc(N2CCOCC2)nc(N2CCOCC2)n1,0%,-18%,9%,2%,-1%,3%,0%,7%
COc1cccc(CN2C(=O)c3ccccc3C2C(=O)NCC2CCCO2)c1 (stereo unspecified),6%,-4%,0%,-5%,6%,-1%,-1%,0%
CCCc1nc2ccccc2n1CC(O)COc1ccc(NC(C)=O)cc1 (stereo unspecified),2%,.,7%,?,5%,2%,-2%,.
CCSCCOC(=O)C1=C(C)NC(=O)NC1c1cc(OC)ccc1OC (stereo unspecified),6%,-14%,-2%,2%,-11%,-4%,-7%,18%
O=C(Cn1ccc(C(F)(F)F)n1)Nc1ccc(S(=O)(=O)NCc2ccco2)cc1,-8%,-18%,-14%,-7%,-6%,2%,-12%,-2%
CC(C)c1ccccc1NC(=O)COC(=O)Cc1ccsc1,-3%,4%[10 µM],-4%,-3%,10%,-4%,-6%,12%
CC(C)OCCCNC(=O)CCCn1c(SCC(=O)c2ccc(Br)cc2)nc2c(sc3ccccc32)c1=O,-9%,.,.,7%,9%,.,-8%,.
COC(=O)/C=C/c1ccc(C(=O)NCC(=O)N[C@@H](CCC(=O)OC)C(=O)N[C@@H](CC(C)C)C(N)=O)cc1,-1%,-24%,?,1%,6%,.,0%,.
O=C(Cn1nnc2ccccc21)N/N=C\C=C\c1ccccc1,-7%,5%,-10%,-6%,27%,6%,-9%,14%
CN(Cc1nc(-c2cccnc2)no1)S(=O)(=O)c1ccc2ccccc2c1,-3%,9%,-1%,6%,-16%,0%,-8%,-13%
COc1ccc(F)cc1C(=O)C1CCCN(Cc2cccn2-c2ccccn2)C1 (stereo unspecified),-10%,-33%,-2%,-5%,.,-20%,-4%,-8%
COC(=O)Nc1sc2c(c1C(=O)NCc1ccco1)CCCC2,1%,-5%[0.074 µM],?,-5%,-10%,0%,-5%,1%
Cc1c(CCC(=O)O)c(=O)oc2cc3occ(C(C)(C)C)c3cc12,1%,-7%[10 µM],.,-8%,.,?,-5%,8%[9.22 µM]
CC(=O)c1ccc(NC(=O)c2noc3c2CCCCC3)cc1,-2%,0%[10 µM],-5%,-22%,8.9µM*,1%,-10%,8%
CCn1c(SCC(=O)N/N=C/c2ccc(C)o2)nnc1-c1ccc(C)cc1,1%,-23%[10 µM],?,?,-8%,5%,-8%,-11%

The listing continues.
SMILES,Tau fibril FP,HTT cytoprotect,ALDH1A1 inh,Tau ThT inhib,SMN2 splice up,KDM4E inh,Tau fluor cs,HttQ103 aggreg
COc1ccc(S(=O)(=O)N2CCCC2C(=O)NCc2ccccc2Cl)cc1 (stereo unspecified),-6%,3%[10 µM],-1%,1%,.,1%,-5%,7%[9.22 µM]
O=C(c1ccc(=O)oc1)N1CCOCC1,3%,-4%,10%,-8%,.,-2%,-5%,0%
Cc1ccc(C(=O)Cn2nnc3ccccc32)cc1C,-13%,-23%,-1%,-10%,?,-8%,-9%,-12%
COc1ccccc1/C=C/C=N/NC(=O)c1cc(-c2ccco2)[nH]n1,-14%,7%[10 µM],?,-12%,.,?,-25%,3%[9.22 µM]
O=C(/C=C/c1cccc(C(F)(F)F)c1)Nc1cccc(C(F)(F)F)c1,-5%,2%,15%,?,.,6%,-19%,-7%
O=C(COC(=O)c1c(F)cccc1F)Nc1ccc2[nH]c(=O)[nH]c2c1,2%,-11%,?,?,-7%,-3%,?,5%[9.22 µM]
CCOC(=O)CC(NC(=O)c1cccc2c1C(=O)N(Cc1cccnc1)C2)c1ccc(OC(C)C)cc1 (stereo unspecified),-6%,-39%[inhibitor],?,-15%,.,-20%,-22%,24%
